sdo1 growth: compounds rescuing growth of sdo1-depleted yeast, bone marrow failure model; S. cerevisiae sdo1-depleted JHY4D growth rescue, OD600 30 h; hits give high values; pdr5 snq2 efflux-pump mutant strain; z-score at 10 µM; 0.21% of 140,000 active; AID 817;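 active = z-score above 3 at both the 24 hr and the 30 hr optical density reads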;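 also: z-score against mean and SD of all compound wells on the same plate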
Insulin prom inh: TRM-6 insulin promoter activity inhibition | TRM-6 cells (human fetal islet line), insulin promoter-eGFP reporter, imaging; reporter expression induced with tamoxifen | inhibition, % at 2 µM | 0.9% of 130,000 active;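 active = inhibition above the mean plus 3 SD, with well images judged a real hit on visual review, cut at about 60% in these data, passing the limit was not always enough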
sdo1 growth Rescue 24 h: recorded beside sdo1 growth, whose call it bears; z-score; S. cerevisiae sdo1-depleted JHY4D growth rescue, OD600; measured here: growth rescue at 24 h;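 0 is the plate mean of compound wells and units are plate SD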
The depositor's hits bear a star. Not all compounds are listed (hit frequency here may not be typical).

`Cc1cccnc1NC(=S)NC(=O)/C=C/c1ccco1` gave sdo1 growth 1.1, Insulin prom inh -28 and sdo1 growth Rescue 24 h 0.73.
`CC(Sc1cccc2cccc(C(=O)O)c12)C(=O)O` (stereo not given) gave sdo1 growth -0.03, Insulin prom inh -94 and sdo1 growth Rescue 24 h -0.03.
For COc1ccccc1OCC(=O)OCC(=O)NCCN1C(=O)CSC1=O the results were sdo1 growth 1.3, Insulin prom inh -53 and sdo1 growth Rescue 24 h -0.79.
OCCC1CN(Cc2cccs2)CCN1Cc1ccccc1 (stereo not given) was read as Insulin prom inh -90.
For CCC(=O)N(Cc1ccco1)c1nc(-c2ccccc2)cs1 the results were sdo1 growth -0.35, Insulin prom inh -136 and sdo1 growth Rescue 24 h 0.2.
`CSCCC(NS(=O)(=O)c1ccc2c(c1)oc(=O)n2C)C(=O)NC1CCCCC1` (stereo not given) gave sdo1 growth 0.82 and sdo1 growth Rescue 24 h 0.06.
`CCn1c(SCC(=O)c2ccccc2)nnc1-c1cccs1` gave sdo1 growth -0.37, Insulin prom inh 51 and sdo1 growth Rescue 24 h -0.04.
COc1ccc(-c2nc(S(=O)(=O)c3ccc(C)cc3)c(N3CCCC3)o2)cc1 was read as sdo1 growth 0.42, Insulin prom inh 44 and sdo1 growth Rescue 24 h -0.33.
For Cc1ccc(N=c2oc3cc(O)ccc3cc2C(N)=O)cc1 the results were sdo1 growth -1.8 and sdo1 growth Rescue 24 h -0.57.
`Cc1ccc(Cl)cc1N1CCN(S(=O)(=O)c2ccc3[nH]c(=O)c(=O)[nH]c3c2)CC1` gave Insulin prom inh 5.
O=C(CCSCc1cccc(Cl)c1)NCCc1ccc(Cl)cc1 was read as sdo1 growth -1.5 and sdo1 growth Rescue 24 h -1.
For COc1ccc(C2NC(=O)CS2)cc1OC (stereo not given) the results were sdo1 growth 0.73 and sdo1 growth Rescue 24 h 0.37.
For CCc1nc(N)c(C#N)c(-c2ccccc2OC)c1C the results were sdo1 growth 0.25, Insulin prom inh -14 and sdo1 growth Rescue 24 h -0.26.
For Cc1ccc(C(=O)N2CC3(C)CN(C(=O)c4ccc(C)cc4)CC(C)(C2)C3=O)cc1 the results were sdo1 growth -0.75, Insulin prom inh 3 and sdo1 growth Rescue 24 h -1.1.
For O=NC1=C(c2c(O)[nH]c3ccccc23)CCCC1 the results were sdo1 growth 1.4, Insulin prom inh -13 and sdo1 growth Rescue 24 h 1.1.
Screening CSc1nc(C)cc(OCCNS(=O)(=O)c2cc(C)ccc2C)n1 returned sdo1 growth 0.22, Insulin prom inh 19 and sdo1 growth Rescue 24 h 0.04.
`O=C(CCNS(=O)(=O)c1cccc2nsnc12)Nc1ccc2c(c1)OCCO2` gave sdo1 growth 0.66, Insulin prom inh -10 and sdo1 growth Rescue 24 h 0.06.
Screening CC1CCc2cc(F)cc3c(O)c(C(=O)NCc4ccco4)c(=O)n1c23 (stereo not given) returned sdo1 growth -0.08 and sdo1 growth Rescue 24 h -0.14.
Screening COc1ccc(C2(CNC(=O)c3cccc([N+](=O)[O-])c3)CCOCC2)cc1OC returned sdo1 growth 1.9, Insulin prom inh 31 and sdo1 growth Rescue 24 h 0.23.
Cc1n[nH]c(C)c1CCCOc1ccccc1 was read as sdo1 growth -0.3 and sdo1 growth Rescue 24 h -0.41.

Structures shown so far that have a thiophene ring, fused or not:
OCCC1CN(Cc2cccs2)CCN1Cc1ccccc1 (stereo not given) was read as Insulin prom inh -90.
`CCn1c(SCC(=O)c2ccccc2)nnc1-c1cccs1` gave sdo1 growth -0.37, Insulin prom inh 51 and sdo1 growth Rescue 24 h -0.04.

Next part:
For O=C(CNC(=O)c1ccccc1)OCC(=O)N1c2ccccc2Sc2ccccc21 the results were sdo1 growth -1.1, Insulin prom inh -17 and sdo1 growth Rescue 24 h -0.63.
`Cc1cc(C)c(S(=O)(=O)N(C2=NCCS2)S(=O)(=O)c2c(C)cc(C)cc2C)c(C)c1` gave sdo1 growth -0.97, Insulin prom inh -20 and sdo1 growth Rescue 24 h 0.07.
`COc1cccc(NC(=O)Cn2c(=O)n(CCCC(=O)NCc3ccco3)c(=O)c3ccccc32)c1` gave sdo1 growth 1.4 and sdo1 growth Rescue 24 h 0.82.
`CS(=O)(=O)N(CC(=O)N1CCc2ccccc2C1)Cc1ccccc1` gave sdo1 growth -0.46, Insulin prom inh -31 and sdo1 growth Rescue 24 h -0.62.
O=C(COC(=O)c1ccccc1)Nc1cccc(S(=O)(=O)NC2=NCCCCC2)c1 was read as sdo1 growth -1.4, Insulin prom inh -27 and sdo1 growth Rescue 24 h -1.7.
Screening C=CCn1c(=O)c2ccc(C(=O)NCc3ccccc3)cc2n(Cc2cccc(Cl)c2)c1=O returned sdo1 growth -0.27, Insulin prom inh -24 and sdo1 growth Rescue 24 h 1.7.
`CCOc1ccc(Oc2ccc(Cl)cc2N)cc1` gave Insulin prom inh -25.
Screening COC(=O)C1=C(N)Oc2cc(C)n(Cc3ccccc3)c(=O)c2C1c1ccccc1 (stereo not given) returned sdo1 growth -0.46, Insulin prom inh -31 and sdo1 growth Rescue 24 h 0.92.
Screening COc1ccc(-c2coc3cc(O)cc(O)c3c2=O)cc1 returned sdo1 growth -2.1, Insulin prom inh -19 and sdo1 growth Rescue 24 h -0.75.
`CCNC(=S)NCCN1CCOCC1` gave sdo1 growth 1.3, Insulin prom inh -3 and sdo1 growth Rescue 24 h -0.59.
For CCCCN1Cc2cc(C(=O)c3cc(F)ccc3O)cnc2NC1=O the results were sdo1 growth -0.52 and sdo1 growth Rescue 24 h -0.22.
CCc1cc2ccc(C)cc2nc1SCC(=O)N1CCN(C(=O)c2ccco2)CC1 was read as sdo1 growth -0.78, Insulin prom inh 63 and sdo1 growth Rescue 24 h -0.82.
`Cc1ccc(CN(CC(=O)NCCc2ccccc2)C(=O)CCCC(=O)Nc2cc(C)on2)cc1` gave sdo1 growth -0.78, Insulin prom inh -14 and sdo1 growth Rescue 24 h -1.1.
N#Cc1c(/N=C/c2ccco2)sc2c1CCC2 was read as sdo1 growth 1.3, Insulin prom inh -32 and sdo1 growth Rescue 24 h 1.2.
`N#Cc1c(-c2cccc(Br)c2)cc(-c2cccnc2)nc1N` gave sdo1 growth -2.3, Insulin prom inh -8 and sdo1 growth Rescue 24 h -1.3.
`O=C(Cc1cccs1)Nc1nnc(CCc2ccccc2)s1` gave sdo1 growth -0.06, Insulin prom inh 0 and sdo1 growth Rescue 24 h 0.1.
For O=C(CSc1ncc(-c2ccc(F)cc2)[nH]1)Nc1cccc(O)c1 the results were sdo1 growth 0.89 and sdo1 growth Rescue 24 h 0.71.
For O=c1nc(/C=C/c2ccc(-c3ccc(F)cc3)o2)cc(C(F)(F)F)[nH]1 the results were sdo1 growth -0.34, Insulin prom inh 17 and sdo1 growth Rescue 24 h 1.1.
`O=C(Cn1nnc(-c2ccccc2)n1)N1CCN(c2ccc(F)cc2)CC1` gave Insulin prom inh 17.
`CCOC(=O)c1sc(NC(NC(=O)c2ccco2)(C(=O)OC)C(F)(F)F)nc1C` (stereo not given) gave sdo1 growth 0.86 and sdo1 growth Rescue 24 h 1.6.
Screening CCOC(=O)CC1ON(C)C(=O)N1c1ccc([N+](=O)[O-])cc1 (stereo not given) returned sdo1 growth -0.19, Insulin prom inh 35 and sdo1 growth Rescue 24 h -0.47.
Cn1ccnc1SCc1cc(=O)[nH]c2ccccc12 was read as sdo1 growth 0.93, Insulin prom inh 38 and sdo1 growth Rescue 24 h 0.15.
For CCSc1nnc(NC(=O)c2ccccc2)s1 the results were sdo1 growth -0.98, Insulin prom inh -21 and sdo1 growth Rescue 24 h -0.75.
For CC(C)OCCCNC(=O)Cn1nc(-c2ccccc2)ccc1=O the results were sdo1 growth 0.76 and sdo1 growth Rescue 24 h -0.34.
`COc1ccc([N+](=O)[O-])cc1NC(=O)Cc1c(Cl)cccc1Cl` gave sdo1 growth -1.2 and sdo1 growth Rescue 24 h -0.99.
Cc1ccc(SCc2[nH]nc3c2C2(C(=O)Nc4ccc(F)cc42)C(C#N)=C(N)O3)cc1 (stereo not given) was read as sdo1 growth -0.19, Insulin prom inh 44 and sdo1 growth Rescue 24 h -1.
`Cc1cc(C(F)(F)F)nn1CC(=O)Nc1cccnc1` gave sdo1 growth 0.38 and sdo1 growth Rescue 24 h 0.44.
For CCCCOC(=O)c1ccc(S(N)(=O)=O)o1 the results were sdo1 growth 1.4, Insulin prom inh -11 and sdo1 growth Rescue 24 h 1.1.
`O=C(Oc1ccc(Cl)c2cccnc12)c1ccco1` gave sdo1 growth -2.8, Insulin prom inh 45 and sdo1 growth Rescue 24 h -1.9.
For O=c1[nH]c(=O)n(C2CCCCCC2)c(O)c1C=NCc1ccc(F)cc1 the results were sdo1 growth -1.6, Insulin prom inh 63 and sdo1 growth Rescue 24 h -0.28.

Nothing new here: 5 of the compounds above.
For CC(C)OCCCNC(=O)Cn1nc(-c2ccccc2)ccc1=O the results were sdo1 growth 0.76 and sdo1 growth Rescue 24 h -0.34.
`COc1ccc([N+](=O)[O-])cc1NC(=O)Cc1c(Cl)cccc1Cl` gave sdo1 growth -1.2 and sdo1 growth Rescue 24 h -0.99.
Cc1ccc(SCc2[nH]nc3c2C2(C(=O)Nc4ccc(F)cc42)C(C#N)=C(N)O3)cc1 (stereo not given) was read as sdo1 growth -0.19, Insulin prom inh 44 and sdo1 growth Rescue 24 h -1.
`Cc1cc(C(F)(F)F)nn1CC(=O)Nc1cccnc1` gave sdo1 growth 0.38 and sdo1 growth Rescue 24 h 0.44.
For CCCCOC(=O)c1ccc(S(N)(=O)=O)o1 the results were sdo1 growth 1.4, Insulin prom inh -11 and sdo1 growth Rescue 24 h 1.1.

The listing continues:
For Cc1c(C(=O)OCc2ccccc2)nnn1-c1nonc1N the results were sdo1 growth 0.91 and sdo1 growth Rescue 24 h 0.81.
`O=C(CSc1ccc(-c2ccncc2)nn1)N1CCN(c2ccccc2)CC1` gave Insulin prom inh 44.
For COC(=O)c1ccc(-c2sc3nc(N4CCOCC4)c4c(c3c2N)CCCC4)o1 the results were sdo1 growth -0.72, Insulin prom inh 4 and sdo1 growth Rescue 24 h 0.69.
Screening CCOc1ccc(NC(=O)C(Cc2ccccc2)NC(=O)C2CCCCC2)cc1 (stereo not given) returned sdo1 growth -0.85, Insulin prom inh 36 and sdo1 growth Rescue 24 h 0.06.
CCN(CC(=O)NC(C)C)C(=O)[C@@H](NC(=O)c1ccco1)C(C)C was read as Insulin prom inh 29.
O=C(COC(=O)c1ccc(-c2ccc([N+](=O)[O-])cc2)o1)NC(=O)NC12CC3CC(CC(C3)C1)C2 was read as sdo1 growth 2.6, Insulin prom inh 26 and sdo1 growth Rescue 24 h -0.21.
`COCCCn1c(SCC(=O)Nc2ccc(C(C)=O)cc2)nc2ccccc2c1=O` gave sdo1 growth -0.39, Insulin prom inh -6 and sdo1 growth Rescue 24 h -0.29.
Cc1ccc(/C=C/C(=O)Nc2ccncc2)o1 was read as sdo1 growth 0.31, Insulin prom inh 25 and sdo1 growth Rescue 24 h 1.1.
CC(=O)c1ccc(NC(=O)CCc2c(C)nc3ncnn3c2C)cc1 was read as sdo1 growth 0.86, Insulin prom inh 44 and sdo1 growth Rescue 24 h 1.4.
Screening O=C(Nc1ccccc1)c1cccnc1Nc1ccccc1 returned sdo1 growth -0.84, Insulin prom inh -2 and sdo1 growth Rescue 24 h 2.1.

Reprinted at random: 3 compounds from above.
For COC(=O)c1ccc(-c2sc3nc(N4CCOCC4)c4c(c3c2N)CCCC4)o1 the results were sdo1 growth -0.72, Insulin prom inh 4 and sdo1 growth Rescue 24 h 0.69.
`COCCCn1c(SCC(=O)Nc2ccc(C(C)=O)cc2)nc2ccccc2c1=O` gave sdo1 growth -0.39, Insulin prom inh -6 and sdo1 growth Rescue 24 h -0.29.
`O=C(CSc1ccc(-c2ccncc2)nn1)N1CCN(c2ccccc2)CC1` gave Insulin prom inh 44.

Following part.
`Cc1cccc(C)c1NC(=O)CN1CCNCC1` gave sdo1 growth 0.34, Insulin prom inh 22 and sdo1 growth Rescue 24 h 1.1.
Screening CCOc1ccc(/C=C(\C#N)C(=O)NCC2CCCO2)cc1OCC (stereo not given) returned sdo1 growth 0.8, Insulin prom inh 22 and sdo1 growth Rescue 24 h 0.8.
CC(=C/c1ccccc1)/C=N/n1c(-c2ccncc2)n[nH]c1=S was read as Insulin prom inh 53.
`Clc1c(-c2nnc3n2CCCCC3)sc2ccccc12` gave sdo1 growth -1.3, Insulin prom inh -55 and sdo1 growth Rescue 24 h -1.2.
Screening CCC(C)(C)c1nnc(NC(=O)c2cccc([N+](=O)[O-])c2)s1 returned sdo1 growth -0.23, Insulin prom inh 25 and sdo1 growth Rescue 24 h -0.41.
`O=C(N/N=C/c1cc(Br)c(Br)o1)c1cccnc1` gave sdo1 growth 0.52, Insulin prom inh -2 and sdo1 growth Rescue 24 h 0.37.
Screening Cc1cccc(/C=C/C(=O)c2ccc(N3CCOCC3)cc2)c1 returned sdo1 growth 0.1, Insulin prom inh 20 and sdo1 growth Rescue 24 h 0.03.
Cc1cc(Cl)nc(Cl)c1C(=O)NC(=O)NCCC(C)C was read as Insulin prom inh 50.
For CCCNC(=O)N[C@@H](CCSC)C(=O)OC the results were sdo1 growth 0.03, Insulin prom inh 14 and sdo1 growth Rescue 24 h -0.32.
